ALOX12 inh – Primary qHTS assay for inhibitors of human arachidonate 12S-lipoxygenase (ALOX12): Round 2; Polyunsaturated fatty acid lipoxygenase ALOX12 (Homo sapiens), P18054; purified 12hLO, xylenol orange hydroperoxide absorbance; Potency, µM (top dose mostly 108 µM), without a hit: at the highest dose activity change, negative = inhibition, usual class: inhibitors; actives 1.1% (n = 580,000); AID 1671190, 2021; active = well fitted inhibition curve with a large enough effect; inconclusive = small, poorly fitted or top-dose-only effect, or another doubt; inactive = no such curve, though single readings can be large or run the other way
Target sequence (P18054 whole entry, looked up): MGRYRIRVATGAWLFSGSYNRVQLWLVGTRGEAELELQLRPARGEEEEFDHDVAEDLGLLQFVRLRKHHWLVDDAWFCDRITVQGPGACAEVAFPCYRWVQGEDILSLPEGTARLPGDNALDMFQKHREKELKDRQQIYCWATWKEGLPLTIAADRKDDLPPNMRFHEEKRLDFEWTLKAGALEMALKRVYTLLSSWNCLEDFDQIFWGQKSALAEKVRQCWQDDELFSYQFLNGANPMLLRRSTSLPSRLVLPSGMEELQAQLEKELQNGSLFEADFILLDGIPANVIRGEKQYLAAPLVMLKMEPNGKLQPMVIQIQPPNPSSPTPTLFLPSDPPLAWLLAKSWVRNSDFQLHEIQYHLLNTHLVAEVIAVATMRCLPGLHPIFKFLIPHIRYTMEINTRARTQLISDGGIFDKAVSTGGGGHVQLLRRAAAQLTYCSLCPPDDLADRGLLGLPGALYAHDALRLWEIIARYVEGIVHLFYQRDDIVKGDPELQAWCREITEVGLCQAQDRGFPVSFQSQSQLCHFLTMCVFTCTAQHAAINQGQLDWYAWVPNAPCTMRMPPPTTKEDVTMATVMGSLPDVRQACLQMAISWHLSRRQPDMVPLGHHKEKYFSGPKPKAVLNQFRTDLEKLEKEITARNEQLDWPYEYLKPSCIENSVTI
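Purified human 12hLO at 150 nM in 25 mM Hepes, 0.01% Triton X-100, pH 7.0, preincubated 15 min at room temperature with compound. Reaction started with 40 uM arachidonic acid, 30 min at room temperature. Hydroperoxide measured by Fe-xylenol orange, 573/405 nm absorbance ratio.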
Starred values were filed as active, the others as inactive; u = inconclusive; [ ] = remark or other dose. % is set by controls: 0 for no effect and ±100 for the full control effect; potency is the fitted concentration of half-maximal effect. The list is partial; count on the stated rates, not on these rows.

SMILES	ALOX12 inh
CNC(=O)c1cccn2nccc12	61%[activator][176 µM]
CS(=O)(=O)N1CCC(OC2CCN(C(=O)Nc3cccc(C(F)(F)F)c3)CC2)CC1	41%[activator]
COc1ncc(-c2cc(C(=O)NCc3cnn(C)c3)c3c(c2)N(C)CCO3)cn1	3%[176 µM]
C[S+](=O)([O-])N1Cc2ccccc2CC2(CCCN(Cc3cccnc3)C2)C1 (centres undefined)	1%[6.33 µM]
COCC(=O)N1CCN(C(=O)c2cccnc2)[C@@H](C(=O)N[C@H]2CCCNC2=O)C1	-2%[176 µM]
COc1ccccc1CN1CCc2c(n(CCOc3ccccc3)n(-c3ccccc3)c2=O)C1	u
Cc1noc(C)c1-c1cc(-c2ccccc2O)cn2cncc12	-14%[176 µM]
COCc1nc(-c2ccc(OC3CCN(C(=O)c4nn(C)c5ccccc45)C3)cc2)no1 (centres undefined)	20%
CCc1ccc(NC(=O)Cn2c(=O)c(-c3noc(C)n3)c3n(c2=O)CCCC3)cc1	25%
CN(Cc1ccccc1)C(=O)[C@H]1C[C@@H](O)[C@H](O)[C@@H]2N=C(Nc3ccc(Cl)cc3)S[C@@H]21	21%
COc1ccc(C(=O)NC2CCN(c3cnn(C)c(=O)c3)CC2)cc1OC	37%[activator]
CC(NC(=O)C1CCOCC1)c1nnc2n1CCN(Cc1ccc(F)cc1)CC2 (centres undefined)	0%
Cc1ccc(C)c(OCc2cc(C(=O)N(C)Cc3cnccn3)no2)c1	19%
Cc1cccc(OCC(=O)N2CC(c3nnc(C(C)C)o3)C3(CCOCC3)C2)c1 (centres undefined)	64%[activator]
Cc1ccc(C#N)c(N2CCCC(c3nccn3CC3CCC3)C2)n1 (centres undefined)	2%
CNC(=O)c1noc(CNC(=O)C(c2cccc(F)c2)N(C)C)n1 (centres undefined)	41%
COC1CCOC2(CCN(C(=O)CCn3nc(C)cc3C)CC2)C1 (centres undefined)	29%
CC(C)NC(=O)N1C[C@@H](Oc2cccnc2)C[C@H]1C(=O)N1CCOCC1	59%[activator]
COc1cccc(-c2nc3cc(SC)ccc3cc2CN(C)Cc2ccno2)c1	6%
Cn1cccc1C(=O)N1CCN(c2cc(-c3ccc(Cl)cc3)[nH]n2)CC1	29%
CNC(=O)[C@@H]1C[C@@H](N)CN1C(=O)c1cnc(-c2ccccc2)nc1C	9%
CN1C(=O)CCC2(CNC(=O)c3cccc4nccnc34)CCCC=C12 (centres undefined)	19%
COc1ccc(-c2cccc(CN3CCCC(C)(NC(C)=O)C3)c2)cc1OC (centres undefined)	-9%[176 µM]
c1ccc2c(c1)COC1(CCNC1)CN2CC1CCCCC1 (centres undefined)	u
O=C(NCC1Cc2cc(-c3cncnc3)cc(Cl)c2O1)c1cccc(Cn2cccn2)c1 (centres undefined)	-13%
(more compounds)
SMILES	ALOX12 inh
CN1[C@@H](CCC(=O)NCc2ccccc2)CNC(=O)[C@@H]2[C@H]1CCN2C1CCOCC1	39%[activator][176 µM]
O=C(CCc1nc2ccccc2[nH]1)N1CCCOC(Cn2cccn2)C1 (centres undefined)	10%
COc1ccc(OC)c(S(=O)(=O)N2CCc3nn(CC4CC4)c(=O)n3CC2)c1	15%
N#Cc1ccc(C(=O)N2CCCC(n3cc(-c4nc(C5CC5)no4)nn3)C2)cc1 (centres undefined)	0%
CCCCc1ncc[nH]1	-13%[22.9 µM]
Cc1cc(C(F)(F)F)nn1CC(=O)NC1CCc2n[nH]c(=O)n2CC1 (centres undefined)	2%
O=C(Cc1cccc(Cl)c1)N1CCC2(COc3ccncc3[S+](=O)([O-])N2)C1 (centres undefined)	8%[6.33 µM]
CN(C)C[C@@H]1CN(c2ccccn2)C[C@H]1NC(=O)c1cccn1C	12%
NC(c1ccccc1)c1nnc2n1CCN(C(=O)N1CCCCC1)C2 (centres undefined)	14%[6.33 µM]
CCC1(O)CCC12CCN(C(=O)c1cc(C)n(C)n1)CC2 (centres undefined)	30%[activator]
O=C(NCc1ccccn1)C1c2ccccc2CC(=O)N1Cc1ccccc1 (centres undefined)	48%[activator]
O=C1COc2ccc(S(=O)(=O)N3CCCn4nc(CO)cc4C3)cc2N1	2%
COC[C@]1(O)CCN(C(=O)c2csc(C)c2)CC1(C)C	74%[activator]
O=C(c1ccccc1F)N1CCC2(CCCCO2)CC1	-8%
Cn1cc(CN2C[C@H](O)C[C@H]2c2nc(-c3cccc([N+](=O)[O-])c3)no2)c2ccccc21	-24%[176 µM]
COc1ccccc1OCc1cc(C(=O)N2CCCCCCCC2)n[nH]1	51%[activator]
COC(=O)COc1cccn2c(=O)c(-c3cc(C)n(-c4ccc(Cl)c(Cl)c4)n3)c(C)nc12	u
CN(CC(=O)N1CCc2c(c(-c3nncn3Cc3ccccc3)nn2C)C1)S(=O)(=O)c1cnc[nH]1	-2%
COc1ccc(S(=O)(=O)N2CCC(n3cnnc3-c3ccccc3)CC2)cc1	19%
CCN1CCC(OCCCNC(=O)C2(CCO)CC23CCOCC3)CC1 (centres undefined)	21%
Cc1ccc(S(=O)(=O)N2C[C@@H](C(N)=O)[C@H](C3CCN(C)CC3)C2)cc1Cl	u
CN1CC(=O)N(C2CCCNC2)Cc2c(NCC3CCCCC3)ncnc21 (centres undefined)	u
COC(=O)c1cn([C@@H]2C[C@@H](C(=O)N3CCCCCC3)N(Cc3cc4ccccc4s3)C2)nn1	-1%
CN1CCN([C@@H]2[C@H](O)[C@H](CO)O[C@@H]2CNC(=O)c2ccco2)CC1	u
COCC1CN(S(=O)(=O)c2cccnc2)CC12CCNCC2 (centres undefined)	u

Taken from the entries so far for reference:
SMILES	ALOX12 inh
CN1CC(=O)N(C2CCCNC2)Cc2c(NCC3CCCCC3)ncnc21 (centres undefined)	u
COC(=O)c1cn([C@@H]2C[C@@H](C(=O)N3CCCCCC3)N(Cc3cc4ccccc4s3)C2)nn1	-1%
CN1CCN([C@@H]2[C@H](O)[C@H](CO)O[C@@H]2CNC(=O)c2ccco2)CC1	u
COCC1CN(S(=O)(=O)c2cccnc2)CC12CCNCC2 (centres undefined)	u

Next section
SMILES	ALOX12 inh
O=C(Nc1ccc(Oc2ccccc2)cc1)O[C@@H]1CO[C@H]2[C@@H]1OC[C@@H]2NC(=O)c1cnccn1	9%
COCC1CN(C(C)=O)CC12CCN(Cc1ccccc1C(F)(F)F)CC2 (centres undefined)	u
COc1cccc(-c2cc3c(ccn3C)c(C(=O)NCc3c(C)cc(C)[nH]c3=O)n2)c1	6%[176 µM]
COc1cc(CN2CCC3(CCC(CNC(=O)c4ccccc4)O3)CC2)cc(OC)c1 (centres undefined)	5%
c1cn(CCCN2CCCC2)c(-c2cc3n(n2)CCCNC3)n1	130%[activator]
Cc1ccc2[nH]nc(C(=O)N3CCCC(N(C)CCc4ccccc4)C3)c2c1 (centres undefined)	32%
Cc1ccc(OCc2cc(C(=O)NC(Cc3ccccc3)c3ccccc3)no2)cn1 (centres undefined)	22%
CS(=O)(=O)Nc1ccc([C@H]2OCC(=O)N[C@@H]2CO)cc1	-5%[176 µM]
C[C@H](c1ccccc1)N1C[C@@H](COCc2ccccc2)Oc2cccc(Oc3ccccc3)c2S1(=O)=O	3%
O=C(CN1CCC2(CC1)NC(=O)CC2C(=O)O)NCCc1ccc(F)cc1 (centres undefined)	91%[activator]
N#Cc1cccc(CN2CC[C@@H]3OCC(=O)N(c4ccccc4)[C@H]3CC2)c1	-1%[176 µM]
CC(=O)Nc1ccc(C(/C=C/c2ccccc2)Cc2ccccc2)cc1 (centres undefined)	u
CC1(Cc2ccc3c(c2)OCO3)CCCN(C(=O)c2ccc3n[nH]nc3c2)C1 (centres undefined)	98%[activator]
COCCOC(=O)C1=C(C)N=C2SC=C(CC(=O)N3CCOCC3)N2C1c1ccc(C)cc1C (centres undefined)	77%[activator]
O=c1c2nc(OCc3ccc(F)cc3)ccc2ncn1C1CC1	u
Cc1ccccc1C1CCCN1Cc1ncccc1C(=O)O (centres undefined)	60%[activator]
COc1ccc(C(C)NC(=O)c2c(C)oc3ccn(Cc4cccc(F)c4)c(=O)c23)cc1 (centres undefined)	20%
Cc1cc(C(=O)N2CC[C@@](C)(O)[C@@H](O)C2)c2cc(Cl)ccc2n1	23%
Cc1ccc(C(=O)N2CCNC(=O)C2Cc2ccccc2)c(F)c1 (centres undefined)	3%
CC(C)N1C[C@H](O)C[C@H]1c1nnc2n1CCN(C(=O)C1(c3ccccc3)CC1)CC2	77%[activator]
CN1C(=O)C(c2ccccc2)CC12CCN(C(=O)C1(C(N)=O)CC1)CC2 (centres undefined)	7%
CCCNC(=O)O[C@@H]1CC[C@]2(C)C(CC[C@@H](O)[C@H]2CC(=O)NCc2ccc(F)cc2)[C@]1(C)CO (some centres undefined)	2%
COC(=O)CCNC(=O)C1c2ccccc2C(=O)N(CC(C)C)C12CCCCC2 (centres undefined)	27%
Cc1nc(-c2c3n(c(=O)n(CC(=O)Nc4ccc5c(c4)OCO5)c2=O)CCCCC3)no1	7%
O=c1c2nc(N3CCC(c4ccccc4)CC3)ccc2ncn1Cc1ccccn1	16%[176 µM]
Other results:
SMILES	ALOX12 inh
CCC(C)N(Cc1ccc(OC)cc1OC)S(=O)(=O)c1cc(Br)ccc1Br (centres undefined)	u
O=C(C1CCCCC1)N1CCC(OC2CCN(Cc3ccccc3)CC2)CC1	62%[activator]
COC1CN(c2cccc(F)c2)C12CCN(C(=O)c1ccnn1C)CC2 (centres undefined)	16%
O=C(NCc1cccnc1)c1cnn(-c2ncc3c(n2)-c2ccccc2CCC3)c1C1CC1	12%
COc1ccc(CN2C=C(C(=O)OCc3nc(C4CC4)no3)C(C)=NS2(=O)=O)cc1	17%
CS(=O)(=O)N1CCCC1c1noc(CCC(=O)O)n1 (centres undefined)	3%
COc1ccc(-c2ccc3nc(-c4ccccc4Cl)oc3c2)c(OC)c1OC	49%[activator]
Cc1ncoc1C(=O)NC1CC(C)(C)Cc2nc(C(C)(C)C)ncc21 (centres undefined)	34%[activator]
Cc1noc(C)c1[S+](=O)([O-])N1CC(Oc2ccc(F)cc2F)C1	-2%[6.33 µM]
COc1ccc(C(=O)N2CCCN(C)c3ccccc32)c(OC)c1	u
CCn1nc(CC(C)C)cc1C(=O)N1CCCC1c1nonc1C (centres undefined)	2%
Cc1cn2nc(C(=O)N3CCC(NC(=O)c4ccccc4Cl)CC3)cc2c(=O)[nH]1	25%
N#Cc1ccc(CN2CC(Oc3ccc(F)cc3F)C2)cc1	5%[12.5 µM]
Cc1cccc(-c2ccc3c(c2)[C@@H]2C[C@H]4[C@@H](CN2CC3)[C@H](C)ON4C)c1	-8%
Cc1ccc(C)c(NC(=O)[C@H]2CCC[C@H]2NC(=O)c2cnc(C)cn2)c1	1%
Cc1nc(N2CCC(C(=O)NCCC3=CCCCC3)CC2)cc(C(F)(F)F)n1	6%
NCC(=O)NC1CC2(CCN(C(=O)c3ccccc3)CC2)c2ccccc21 (centres undefined)	42%[activator]
Cc1ccc(-c2nnc(C3CN(C(=O)COc4cccc(C)c4)CC34CCOCC4)o2)cc1 (centres undefined)	25%
CC1(C)[C@H](Cc2cc(CCO)on2)C[C@@H]1N(S(C)(=O)=O)S(C)(=O)=O	-12%[176 µM]
O=C(NCc1ccc(F)cc1)C1CN(Cc2ccccc2)C(=O)N1 (centres undefined)	-3%[176 µM]
COCCN1C(=O)CS(=O)(=O)C12CCN(C(=O)c1cc(F)ccc1Cl)CC2	6%
O=C(Nc1ccc(F)cc1F)N1CCC2(CC1)SCC(=O)N2c1ccc(Cl)cc1	33%[activator]
COC(=O)COc1cccn2c(=O)c(-c3cc(C)n(-c4ccc(C)cc4C)n3)c(C)nc12	u
CN(C)CCNC(=O)c1nc2nc(-c3ccccc3)c(-c3cccnc3)cc2n1C	7%[176 µM]
O=C1CCN(S(=O)(=O)c2ccccc2)CCCN(C(=O)CCc2c[nH]c3ccccc23)CCN1	-5%
O=C(c1ccncc1)N1CCCC1c1nc(CCOCC2CCCC2)no1 (centres undefined)	49%

6 entries drawn at random from those above:
SMILES	ALOX12 inh
COCCN1C(=O)CS(=O)(=O)C12CCN(C(=O)c1cc(F)ccc1Cl)CC2	6%
C[S+](=O)([O-])N1Cc2ccccc2CC2(CCCN(Cc3cccnc3)C2)C1 (centres undefined)	1%[6.33 µM]
O=c1c2nc(OCc3ccc(F)cc3)ccc2ncn1C1CC1	u
COc1ccc(C(=O)NC2CCN(c3cnn(C)c(=O)c3)CC2)cc1OC	37%[activator]
Cc1ccc(-c2nnc(C3CN(C(=O)COc4cccc(C)c4)CC34CCOCC4)o2)cc1 (centres undefined)	25%
CC1(Cc2ccc3c(c2)OCO3)CCCN(C(=O)c2ccc3n[nH]nc3c2)C1 (centres undefined)	98%[activator]

Compound activity from PubChem BioAssay.
